High-throughput results from PubChem.
KDM5B inh – inhibitors of human KDM5B histone demethylase; KDM5B demethylase, FDH-coupled NADH fluorescence (FDH is formaldehyde dehydrogenase); AID 1347165; Q9UGL1; 220,000 compounds, 2.6% hits; Potency, µM (doses to about 57.7 µM), for inactives: at the top dose activity change, negative = inhibition, hits mostly inhibitors; active = well fitted inhibition curve with a large enough effect; inconclusive = small, poorly fitted or top-dose-only effect; inactive = no such curve, though single readings can be large or run the other way; also: 0% is about no effect; nearly all actives have a fitted effect of over 70% in size
Target sequence (Q9UGL1 whole entry, looked up): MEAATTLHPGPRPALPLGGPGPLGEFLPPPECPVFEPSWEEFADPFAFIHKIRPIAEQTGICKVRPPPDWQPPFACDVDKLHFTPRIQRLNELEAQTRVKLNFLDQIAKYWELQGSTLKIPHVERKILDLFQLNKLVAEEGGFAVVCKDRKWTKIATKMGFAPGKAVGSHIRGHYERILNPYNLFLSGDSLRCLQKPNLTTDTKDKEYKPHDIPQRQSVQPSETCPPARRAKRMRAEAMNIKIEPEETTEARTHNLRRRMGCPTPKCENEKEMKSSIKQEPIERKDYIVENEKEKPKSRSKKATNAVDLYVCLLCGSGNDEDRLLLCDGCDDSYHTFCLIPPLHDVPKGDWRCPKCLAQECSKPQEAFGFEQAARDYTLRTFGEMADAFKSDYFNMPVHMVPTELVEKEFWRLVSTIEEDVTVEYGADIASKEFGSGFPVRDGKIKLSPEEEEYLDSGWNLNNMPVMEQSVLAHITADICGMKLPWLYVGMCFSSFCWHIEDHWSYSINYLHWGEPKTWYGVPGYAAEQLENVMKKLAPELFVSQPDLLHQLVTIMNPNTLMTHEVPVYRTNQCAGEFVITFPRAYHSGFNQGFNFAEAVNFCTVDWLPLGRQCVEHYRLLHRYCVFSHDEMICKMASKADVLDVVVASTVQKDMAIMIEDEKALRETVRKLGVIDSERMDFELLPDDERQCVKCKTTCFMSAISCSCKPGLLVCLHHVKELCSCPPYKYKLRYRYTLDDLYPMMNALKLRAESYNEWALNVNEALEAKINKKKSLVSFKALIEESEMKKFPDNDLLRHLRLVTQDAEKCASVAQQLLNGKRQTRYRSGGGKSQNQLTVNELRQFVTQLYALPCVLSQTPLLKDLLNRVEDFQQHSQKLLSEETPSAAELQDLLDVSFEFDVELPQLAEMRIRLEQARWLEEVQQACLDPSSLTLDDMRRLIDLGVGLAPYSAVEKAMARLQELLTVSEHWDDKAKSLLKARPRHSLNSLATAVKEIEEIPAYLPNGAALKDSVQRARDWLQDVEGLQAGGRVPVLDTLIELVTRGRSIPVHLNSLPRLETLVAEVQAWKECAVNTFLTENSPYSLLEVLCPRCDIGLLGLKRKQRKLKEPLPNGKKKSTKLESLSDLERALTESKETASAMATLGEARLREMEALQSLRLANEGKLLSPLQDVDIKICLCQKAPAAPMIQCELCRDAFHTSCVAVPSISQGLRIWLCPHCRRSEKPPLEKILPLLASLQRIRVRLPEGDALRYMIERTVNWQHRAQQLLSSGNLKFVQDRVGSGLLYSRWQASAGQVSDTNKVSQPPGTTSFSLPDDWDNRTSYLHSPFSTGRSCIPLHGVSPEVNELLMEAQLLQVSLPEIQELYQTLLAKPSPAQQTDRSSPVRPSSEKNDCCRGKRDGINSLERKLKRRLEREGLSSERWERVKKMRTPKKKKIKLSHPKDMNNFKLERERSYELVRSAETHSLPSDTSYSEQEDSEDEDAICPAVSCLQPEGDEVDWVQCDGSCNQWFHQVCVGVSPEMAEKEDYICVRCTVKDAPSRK
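qHTS format, multiple compound concentrations. Buffer 50 mM HEPES pH 7.5/0.01% Tween-20; 200 nM KDM5BΔAP final; 10 min compound preincubation; substrate-mix levels 12.5 µM peptide, 25 µM α-KG, 0.25 mM NAD⁺; 30 min RT; ΔRFU.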
* hit, by the source's call; ? = inconclusive; [ ] = remark or other dose. Potency is read from the fitted curve at half-maximal effect. These rows are one share of the data (hit frequency here may not be typical).

SMILES | KDM5B inh
O=C(c1cnccn1)N1CCC2(CC1)CC(N(Cc1ccccc1)C1CC1)CCO2 (centres undefined) | -17%
CCN(Cc1ccccc1)c1ccc(/C=N/NS(=O)(=O)c2cc(C)ccc2C)cc1 | -8%
CN1CCN(C(=O)CC2CCCN(c3cnn(C)c(=O)c3)C2)CC1 (centres undefined) | 31%[activator]
CCOc1c(Cl)cc(CNCc2ccccn2)cc1OC | ?
COc1c(Cl)cccc1-c1cn2ccccc2n1 | ?
COc1ccccc1C(=O)Nc1ccc(NC(=O)c2cccs2)cc1 | -9%
CC(=O)Nc1ccc(NC(=O)CC(C)n2ccc(C)n2)cc1 (centres undefined) | 0%
COc1ccc2c(c1)CN(C(=O)c1ccc(C(F)(F)F)cc1)CC[C@H]1COC(=O)N21 | 3%[86.2 µM]
C=CCNC(=S)N/N=C/c1cccnc1 | -11%
COc1ccc(OCc2nc(C)c(CCO)c(=O)n2CC(=O)Nc2cccc(C)c2C)cc1 | 34%
CCCCn1c(=O)n(CC(C)(C)O)c(=O)c2c1nc(CO)n2CCC | 6%
O=C(CSc1nc2c([nH]c3ccccc32)c(=O)n1-c1ccccc1)Nc1ccc2c(c1)OCCO2 | ?
CCOc1ccc(C2=NC(c3ccc(OC)cc3)=Nc3ccc(Cl)cc3N2)cc1 | -8%
Cc1ccc(NC(=O)NC2CCOc3ccccc32)cc1 (centres undefined) | 16%
Cc1cc(S(=O)(=O)NCC(c2ccc(N(C)C)cc2)N2CCOCC2)ccc1F (centres undefined) | -15%
CCc1ccccc1S(=O)(=O)N1C[C@@H]2C(=O)N(C(CC)c3cccs3)C(=O)[C@@H]2C1 (some centres undefined) | -18%
Cc1cc(-n2c(C)cc(C(=O)CSc3nnc(C(C)Oc4ccccc4F)o3)c2C)no1 (centres undefined) | 14%
Cc1cc(C)cc(S(=O)(=O)n2cc3c(=O)n(C)c(=O)n(C)c3n2)c1 | -4%
O=C(c1ccccn1)N(Cc1cccs1)C1CC1 | 12%
Cc1ccccc1-c1nc2cc(NC(=O)c3ccco3)ccc2o1 | ?
CCOc1ccccc1CNC(=O)c1cccn1-c1nnc(N2CCCC2)s1 | -13%
N=c1c(C(=O)NCCc2ccccc2)cc2c(=O)n3ccccc3nc2n1CCCN1CCOCC1 | ?
O=C(C[C@@H]1CCNC[C@@H]1Cc1cc(CN2CCOCC2)on1)N1CCC(Cc2ccccc2)CC1 | 21%
CN1CCC(CNc2ncc(C(C)(C)C(=O)O)c(N3CCOCC3)n2)CC1 | -19%
COCCCn1c(C)cc(C(=O)N2CCC(CCOc3ccccc3)C2)c1C (centres undefined) | ?
O=C(CCc1nc(C2CCCN2C(=O)C2CC2)no1)NCCC1=CCCCC1 (centres undefined) | 20%
O=C(NCCN1CCc2ccccc2C1)c1cccc2c1CCN2C(=O)C1CC1 | ?
COc1cccc(NCCC#N)c1 | 21%
CCOc1ccc(-n2cc(-c3ccccc3)c3c(NC(C)C)ncnc32)cc1 | ?
O=Cc1c(Nc2cccc(C(F)(F)F)c2)nc2ccccn2c1=O | 0%
CC(C)N(C(=O)COc1ncnc2ccccc12)c1ccccc1 | -3%
COc1cccc(N2CC(C(=O)NCC(F)(F)F)NC2=O)c1 (centres undefined) | 13%[86.2 µM]
O=C(C1CCCC1)N1CC2(CCN(CC3CC3)C2)Cc2ccccc21 (centres undefined) | ?
O=C(NCC1OCCc2ccccc21)c1ccccc1Br (centres undefined) | 13%
CCC(=O)N1CCC(Oc2ccc(C(=O)N3CCCCC3)cn2)C1 (centres undefined) | 27%
CCCCC1CCC(C(=O)NCC2CCN(c3cnn(C)c(=O)c3)C2)CC1 (centres undefined) | 11%
COc1ccc(NC(=O)c2ncn(-c3ccccc3)n2)cc1Cl | ?
COC(=O)c1ccc(NS(=O)(=O)c2ccc3[nH]c4c(c3c2)CCCC4)cc1 | ?
COc1ccc(C)cc1NC(=O)Cn1cccc1-c1nc(-c2ccccc2)no1 | 20%
COc1cccc(CC(=O)Nc2ccc3c(c2)CN(C2CCCCC2)C(=O)CO3)c1 | 0%
COc1ccc2cc3cc(C(=O)Nc4cc(C)c(Cl)cc4OC)oc3nc2c1 | -5%
Cc1ccc(C)c(N2CCN(C(=O)c3cc(S(=O)(=O)N4CCC(C)CC4)cn3C)CC2)c1 | -8%
O=C(CN1C(=O)CNC1=O)N[C@@H]1[C@@H](Cc2ccccc2)[C@H]2OCC[C@@H]12 | -27%
COC(=O)c1sccc1S(=O)(=O)N1CCN(c2ccccc2)CC1 | -16%
O=C(N/N=C\c1cccnc1)c1ccc(Cl)s1 | 13%
COCCC1(NC(=O)C(C)c2ccccc2)CCN(S(C)(=O)=O)CC1 (centres undefined) | -13%
CCn1c(CN2CCOCC2)nnc1SCC(=O)Nc1ccccc1Cl | -11%
COc1ccc(C(=O)NCCSc2c(C)[nH]c3ccccc23)cc1 | ?
O=C(NCCCN1CCCC1=O)c1c(OCC2CC2)cc(=O)n2c1CCCCC2 | 21%
Cc1oc(-c2cccs2)nc1CC(=O)Nc1ccc(F)c(F)c1 | ?
O=C(NCc1cccs1)C1CN(Cc2ccccc2)C(=O)N1 (centres undefined) | 7%[86.2 µM]
COc1cc(CNc2nc(-c3c(C)noc3C)cc3cc(CN(C)C)oc23)cc(OC)c1 | -20%[86.2 µM]
CCCNC(=O)CN(C)C(=O)CCCc1c[nH]c2ccccc12 | -13%
CC(C)(C)OC(=O)NCCNC(=O)c1cccs1 | 16%
Cc1sc2ccn(CC(C)C)c(=O)c2c1C(=O)O | -26%
CCC(C)NCCC(c1ccccc1)c1ccc(C)c(C)c1O (centres undefined) | 15%
CC(C)(C)OC(=O)N[C@@H](CC(=O)OCc1ccccc1)C(=O)O | 8%
O=C(Nc1ccc(Oc2cccnc2)nc1)c1ccc(C(F)(F)F)cc1 | 3%
Cn1cnc2c1c(=O)n(CCCn1nnc(-c3ccccc3)n1)c(=O)n2C | 12%
COc1ccc(NC(=O)c2nc(C)n(-c3ccc(F)cc3)n2)c(OC)c1 | 3%

Continuation.
SMILES | KDM5B inh
COc1cc(NCc2ccccc2O)c2ncccc2c1 | -29%
CCN(CC)S(=O)(=O)c1cc(NC(=O)CCc2c(C)nc3ncnn3c2C)ccc1C | 9%
O=[N+]([O-])c1cccc(N/N=C/c2ccccn2)c1 | -24%
CCc1cccc(NC(=O)c2cc3c(=O)n(Cc4ccc(OC)cc4)ccc3nc2C)c1 | ?
O=C(NCc1ccncc1)C1CN(C(=O)COc2ccc(Cl)cc2)CC12CCOCC2 (centres undefined) | 8%
Cc1ccc(Nc2ccc(N3CCN(C(=O)c4cccc([N+](=O)[O-])c4)CC3)nn2)cc1 | -21%
Cc1csc(NC(=O)CCc2ncc(-c3ccccc3Cl)o2)n1 | -21%
CC(=O)Nc1ccc(S(=O)(=O)NC[C@@H]2C=C(C)[C@H](CC(=O)NC3CCCC3)C[C@H]2C(C)C)cc1 | 5%
Cc1ccccc1-c1cc(C(=O)O)c2ccccc2n1 | 4%
Cc1cccc2c1N(Cc1ccccc1OCCC(C)C)C(=O)C2=O | ?
COc1cccc(CN2Cc3nc(-c4ccncc4)ccc3OCC2=O)c1 | 0%[86.2 µM]
CCCNc1c(NC(=O)c2ccccc2OC)c(=O)oc2ccccc12 | 7%
O=C(CN1CCN(c2cccc(C(F)(F)F)c2)CC1)Nc1nc(-c2ccc(F)c(F)c2)cs1 | -1%
O=C(CC[C@@H]1CNC(=O)[C@@H]2C[C@H](NC(=O)c3ccc(F)c(Cl)c3)CN12)NCc1ccccc1 | -1%
CC(NC(=O)/C(=C/c1ccc(Cl)cc1)NC(=O)c1ccco1)C(=O)O (centres undefined) | -12%

2 compounds picked at random from the list so far:
SMILES | KDM5B inh
Cc1ccccc1-c1cc(C(=O)O)c2ccccc2n1 | 4%
Cc1csc(NC(=O)CCc2ncc(-c3ccccc3Cl)o2)n1 | -21%

Other results:
SMILES | KDM5B inh
O=C(CCc1ccccc1)NCC(=O)N1CCN(c2ccccn2)CC1 | ?
Oc1ccc(Br)cc1CNc1ccccn1 | 24%
C#CCNC[C@@H]1C=C(C)[C@H](Cc2nnc(-c3ccccc3F)o2)C[C@H]1C(C)C | 3%[86.2 µM]
CCOC(=O)N1CCc2c(sc3c2c(=O)n(Cc2ccccc2)c(=O)n3Cc2ccccc2Cl)C1 | 1%
CCCCn1cc(S(=O)(=O)c2ccccc2)c(=O)c2cc(F)c(N3CCN(CCC)CC3)cc21 | ?
Cc1nnc(NC(=O)c2csc(NC3CCCC3)n2)s1 | ?
O=C(c1ccccc1)N1CCC2(C1)C(=O)N(Cc1ccccc1)c1ccccc12 (centres undefined) | 15%
COc1ccc(CNC(=O)[C@@H]2CCC[C@@H](NC(=O)C3CC3)CN(C)C(=O)C2)cc1 | -7%[86.2 µM]
N#Cc1cccc(NC(=O)CCSc2ccc(Cl)cc2)c1 | 20%
O=C(c1nc(-c2cc(Cl)cc(Cl)c2)c2ccccn12)N1CCCC1 | 28µM*
O=c1c2sc3ccccc3c2n(Cc2cccc(Cl)c2)c(=O)n1Cc1ccco1 | ?
Cc1ccc(N2CCN(C(=S)c3ccc(-c4ccccc4[N+](=O)[O-])o3)CC2)cc1 | ?
CCOC(=O)c1ccccc1NC(=O)c1cc2c(s1)-c1ccccc1SC2 | ?
CCc1noc([C@@H]2CC(F)(F)CN2C(=O)CCn2cc(C)cn2)n1 | 4%
COc1ccccc1C(=O)NNC(=O)C(=O)N1CCCCC1 | ?
COc1cccc(C(=O)NCCC2CCN(C(=O)Nc3cccc(C)c3)CC2)c1 | -2%
O=C(C1CCC(Cn2c(=O)c3sccc3n(Cc3cccc(F)c3)c2=O)CC1)N1CCCCC1 (centres undefined) | -17%
CCc1ccc(-c2cc(C(=O)Nc3nn[nH]n3)c3ccccc3n2)cc1 | -18%
Cc1sc(-c2ccccc2)nc1-c1ccc(C(C)(C)C)cc1 | 11%
COc1ccc(-c2noc(CN(C)S(=O)(=O)c3c(C)cc(C)cc3C)n2)cc1OC | -5%
Cc1cccc(NC(=O)N2CCC(N3CCN(Cc4ccccn4)C(=O)C3=O)CC2)c1C | 18%
CCCNC(=O)c1ccccc1-c1ncc(-c2ccc(F)cc2)o1 | 19%
CCOC(=O)N1CCc2c(sc(NCc3cc(OC)ccc3OC)c2C(=O)Nc2cc(OC)ccc2OC)C1 | -4%
COc1ccc(C)cc1NC(=O)C(=O)NCC(c1cccnc1)N1CCc2ccccc21 (centres undefined) | 11%
CCOC(=O)C1=C(C)N=C2SC=C(CC(=O)NC(C)CC)N2C1c1cccc([N+](=O)[O-])c1 (centres undefined) | -26%
Cc1ccc(NC(=O)C2CCCN2S(=O)(=O)c2cccc3cccnc23)c(C)c1 (centres undefined) | ?
O=C(c1ccc(C(F)(F)F)cc1)N1CCC2(CC1)CNc1ccccc1[S+](=O)([O-])N2 | -12%
CNC(=O)C1CCCN(S(=O)(=O)c2c(C)nn(CC(=O)N3CCc4ccccc43)c2C)C1 (centres undefined) | 7%
CCCCN(C(=O)c1cccc(S(=O)(=O)N(C)c2ccc(C)cc2)c1)c1c(N)n(CC(C)C)c(=O)[nH]c1=O | 2%
COC(=O)[C@@H]1Cc2ncn(C(C)C)c2CN1S(=O)(=O)c1ccc(F)cc1 | -22%[86.2 µM]

The last 2 entries of the section before come first, to join the parts:
SMILES | KDM5B inh
CCCCN(C(=O)c1cccc(S(=O)(=O)N(C)c2ccc(C)cc2)c1)c1c(N)n(CC(C)C)c(=O)[nH]c1=O | 2%
COC(=O)[C@@H]1Cc2ncn(C(C)C)c2CN1S(=O)(=O)c1ccc(F)cc1 | -22%[86.2 µM]
C[C@]12CCCCC1CCC1C2CC[C@]2(C)C(N)CCC12 (some centres undefined) | ?
CCn1c2c(c(=O)n1-c1ccccc1)CCN(C(=O)Cc1ccc3c(c1)OCO3)C2 | -28%[86.2 µM]
COCCCNC(=O)c1oc2c(c1C)-c1nn(Cc3cccc(Cl)c3)cc1CC2 | ?
O=C(O)CCN1c2ccccc2Sc2ccccc21 | 0%
CCn1cnc2c(=O)oc3ccc(S(=O)(=O)N4CCN(c5cc(C)ccc5C)CC4)cc3c21 | -2%
Cc1ccc(C)c(N(C)C(=O)C2CCN(c3ncnc4c3nc3n4CCCCC3)CC2)c1 | 5%
Nc1nc(CN2CCC(O)CC2)nc2ccccc12 | -15%
CC1CCN(c2oc(COc3ccccc3F)nc2C#N)CC1 | 13%
CC(=O)Nc1ccc(NC(=O)c2cc(-c3ccc(C)cc3O)n[nH]2)cc1 | 1%
CSc1nc(N)n2nc(-c3ccccc3)cc2n1 | 19%
Cc1noc(C)c1-c1cc2cc(C(C)C)oc2c(N2CCN(C)CC2)n1 | -29%[86.2 µM]
Cc1cc(C)c(C(=O)O)c(N2CCC3(CC2)C(C(=O)O)CC(=O)N3C)n1 (centres undefined) | -4%
Fc1ccccc1-c1nnc([C@H]2CCN(Cc3cccc(Cl)c3)C2)o1 | ?

Nothing new here: 7 of the compounds above.
SMILES | KDM5B inh
Nc1nc(CN2CCC(O)CC2)nc2ccccc12 | -15%
CC1CCN(c2oc(COc3ccccc3F)nc2C#N)CC1 | 13%
CC(=O)Nc1ccc(NC(=O)c2cc(-c3ccc(C)cc3O)n[nH]2)cc1 | 1%
CSc1nc(N)n2nc(-c3ccccc3)cc2n1 | 19%
Cc1noc(C)c1-c1cc2cc(C(C)C)oc2c(N2CCN(C)CC2)n1 | -29%[86.2 µM]
Cc1cc(C)c(C(=O)O)c(N2CCC3(CC2)C(C(=O)O)CC(=O)N3C)n1 (centres undefined) | -4%
Fc1ccccc1-c1nnc([C@H]2CCN(Cc3cccc(Cl)c3)C2)o1 | ?

With a hit mark in KDM5B inh, among the entries above:
SMILES | KDM5B inh
O=C(c1nc(-c2cc(Cl)cc(Cl)c2)c2ccccn12)N1CCCC1 | 28µM*
